Source: PubChem (Broad Institute)
KDM4C inh – KDM4C (human) demethylase inhibition; Q9H3R0; GST-KDM4C 2-372, H3K9me3 peptide, LANCE TR-FRET; inhibition, % at 12.5 µM; hit rate 0.15% among 96,000;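 active means mean replicate inhibition above about 25%, with at least 55% of replicates also reaching it, limit read from the data, passing the limit was not always enough; inconclusive means only one of those two conditions met; inactive means neither condition met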
Target sequence (Q9H3R0 2-372 limits assumed): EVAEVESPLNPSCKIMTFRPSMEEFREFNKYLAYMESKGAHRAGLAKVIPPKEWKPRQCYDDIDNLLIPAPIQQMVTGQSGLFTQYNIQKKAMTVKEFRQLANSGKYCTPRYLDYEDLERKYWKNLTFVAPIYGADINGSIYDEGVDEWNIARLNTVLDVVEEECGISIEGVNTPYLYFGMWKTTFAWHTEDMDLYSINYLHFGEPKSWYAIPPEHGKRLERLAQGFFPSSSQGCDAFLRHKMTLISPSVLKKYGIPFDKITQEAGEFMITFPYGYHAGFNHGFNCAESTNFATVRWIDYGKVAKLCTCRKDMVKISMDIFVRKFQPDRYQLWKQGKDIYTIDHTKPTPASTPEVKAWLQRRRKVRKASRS
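reagent = H3K9me3 peptide substrate, Fe(II), 2-oxoglutarate | system = GST-tagged GASC-1 (JMJD2C) catalytic fragment, aa 2-372 | amount = enzyme final amount 10 nM | read-out = Fall in 671/618 emission ratio as inhibition | medium = HEPES buffer, pH 7.5, plus ascorbate | schedule = 30 min reaction, 60 min detection, RT | measured by = LANCE TR-FRET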
Pf Dd2 inh – P. falciparum Dd2 growth inhibition | SYBR Green, 72 h; hits give low values | activity change, % at 10 µM | hit rate 2.3% among 94,000; in the data active means activity change below about -80%; inconclusive means no clear call, values can overlap the other calls
T cruzi growth – inhibitors of T. cruzi proliferation; T. cruzi beta-gal in NIH3T3, GalScreen luminescence, 90 h; inhibition, % at 8.34 µM; hit rate 5.9% among 77,000;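 active means mean inhibition above about 93%, with at least 55% of replicates each passing it, limit read from the data, passing the limit was not always enough; inconclusive means only one of those two conditions holds; inactive means neither condition holds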
C diff growth – C. difficile growth inhibition; hit rate 0.25% among 86,000; Clostridium difficile clinical isolate growth, OD600, 24 h; hits give low values; growth activity, negative = inhibition, % at 16 µg/mL (by protocol);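 active means mean growth activity at or below -80% and every replicate also at or below -80%; inconclusive means mean at or below -80% but some replicate above -80%; inactive means mean growth activity above -80%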;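 further: 0% = DMSO wells and -100% = levofloxacin 16 µg/mL wells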
Active calls of the source: *; ? = inconclusive; / = no result given; & = joins results of further samples.

Sample of the layout:
molecule	C diff growth	T cruzi growth	KDM4C inh	Pf Dd2 inh
CCCNC(=O)C[C@@H]1CC[C@H]2[C@@H](COc3ccc(NC(=O)c4ccc(OC)cc4)cc3C(=O)N2C)O1	-2	45	-2.3	-13
Cc1noc(C)c1S(=O)(=O)N(C)C[C@@H]1OCCCC[C@@H](C)Oc2ccc(NS(=O)(=O)c3ccc(F)cc3)cc2C(=O)N([C@@H](C)CO)C[C@@H]1C	-1	56	0.1	-34
C[C@@H]1CN([C@H](C)CO)C(=O)c2cccc(NS(=O)(=O)c3ccccc3)c2O[C@@H]1CN(C)Cc1ccc(C(=O)Nc2ccccc2N)cc1	7	/	-1.1	-85*
O=C(C[C@H]1C[C@H]2c3cc(NC(=O)C4CCC4)ccc3O[C@H]2[C@H](CO)O1)NCCc1ccccc1	-44	-40	0.0	-23

The list itself (from the top)
molecule	C diff growth	T cruzi growth	KDM4C inh	Pf Dd2 inh
CCCNC(=O)C[C@@H]1CC[C@H]2[C@@H](COc3ccc(NC(=O)c4ccc(OC)cc4)cc3C(=O)N2C)O1	-2	45	-2.3	-13
Cc1noc(C)c1S(=O)(=O)N(C)C[C@@H]1OCCCC[C@@H](C)Oc2ccc(NS(=O)(=O)c3ccc(F)cc3)cc2C(=O)N([C@@H](C)CO)C[C@@H]1C	-1	56	0.1	-34
C[C@@H]1CN([C@H](C)CO)C(=O)c2cccc(NS(=O)(=O)c3ccccc3)c2O[C@@H]1CN(C)Cc1ccc(C(=O)Nc2ccccc2N)cc1	7	/	-1.1	-85*
O=C(C[C@H]1C[C@H]2c3cc(NC(=O)C4CCC4)ccc3O[C@H]2[C@H](CO)O1)NCCc1ccccc1	-44	-40	0.0	-23
Cc1ccc(S(=O)(=O)Nc2cccc3c2O[C@@H](CN(C)C(=O)NC(C)C)[C@@H](C)CN([C@@H](C)CO)C3=O)cc1	1	59	-4.1	33
CCC(=O)Nc1ccc2c(c1)OC[C@H](C)N(CCc1ccccc1)C[C@H](C)[C@@H](OC)CN(C)C2=O	-5	/	0.4	-22
C[C@H](CO)N1C[C@H](C)[C@@H](CN(C)C)Oc2c(NC(=O)c3ccc(-c4nccs4)cc3)cccc2C1=O	5&0	/	-0.9	-12
CN1CCN(C(=O)C[C@@H]2C[C@H]3c4cc(NC(=O)NC5CCCC5)ccc4O[C@H]3[C@@H](CO)O2)CC1	-2	25	-4.0	16
C[C@@H]1CCCCO[C@H](CN(C)Cc2ccc(C(F)(F)F)cc2)[C@@H](C)CN([C@H](C)CO)C(=O)c2cc(NC(=O)c3ccccc3)ccc2O1	12	93	0.5	-37
O=C(C[C@H]1C=C[C@@H](NC(=O)C2CC2)[C@@H](CO)O1)NCCCN1CCOCC1	2	/	-2.2	17
C/C=C/c1ccc([C@@H]2[C@H](C#N)N(c3nc(CC)cs3)[C@H]2CO)cc1	8	104*	-3.3	-31
N#Cc1cccc(-c2ccc([C@@H]3[C@@H](CO)N4CCCCN(C(=O)Nc5ccccc5)C[C@H]34)cc2)c1	11	55	-1.3	-17
O=C(C[C@@H]1CC[C@H]2[C@@H](COC[C@H](O)CN2C(=O)c2ccc(F)cc2)O1)Nc1ccc(-c2ccccc2)cc1	73&64	-25	-1.1	-35
CC(=O)N(C)C[C@@H]1Oc2ncc(C#CC(C)(C)O)cc2C(=O)N([C@@H](C)CO)C[C@@H]1C	4	47	-2.3	10
CCCNC(=O)C[C@H]1C[C@H]2c3cc(NC(=O)c4ccc5c(c4)OCO5)ccc3O[C@H]2[C@@H](CO)O1	-1	-33	-2.4	3
C[C@H]1CN([C@@H](C)CO)C(=O)Cc2cc(NC(=O)Nc3ccc(C(F)(F)F)cc3)ccc2O[C@@H]1CN(C)Cc1ccc(Cl)c(Cl)c1	11	13	-0.2	28
O=C(C[C@@H]1C[C@H]2c3cc(NC(=O)NC4CCCC4)ccc3O[C@H]2[C@H](CO)O1)NC1CCCCC1	-4	44	-1.1	-7
Cc1noc(C)c1NC(=O)N(C)C[C@H]1Oc2c(NC(=O)CCCCCC(=O)Nc3ccccc3N)cccc2C(=O)N([C@@H](C)CO)C[C@@H]1C	-2	/	-0.4	23
C[C@H](CO)N1C[C@H](C)[C@H](CN(C)C(=O)Nc2ccccc2)Oc2c(cccc2N(C)C)C1=O	6	28	1.0	20
O=C(C[C@@H]1CC[C@H]2[C@@H](COC[C@H](O)CN2C(=O)Nc2ccc(Cl)cc2)O1)N1CCCCC1	3	-3	1.3	2

molecule	C diff growth	T cruzi growth	KDM4C inh	Pf Dd2 inh
C[C@H]1CN([C@@H](C)CO)S(=O)(=O)c2ccc(-c3ccccc3F)cc2O[C@H]1CN(C)Cc1cccnc1	2	95*	-2.8	-31
O=C(Nc1ccccc1F)N[C@H]1CC[C@@H](CCNS(=O)(=O)c2ccc(Cl)cc2)O[C@H]1CO	/	6	-2.0	3
CC(C)NC(=O)N(C)C[C@@H]1OCCCC[C@H](C)Oc2ccc(NS(=O)(=O)c3ccc(Cl)cc3)cc2C(=O)N([C@@H](C)CO)C[C@@H]1C	5	2	-1.2	/
CC(C)NC(=O)N(C)C[C@@H]1Oc2ccc(NC(=O)Nc3ccc(F)cc3)cc2C(=O)N([C@@H](C)CO)C[C@@H]1C	2	/	2.0	-10
O=C(Nc1ccc2c(c1)[C@H]1C[C@H](CC(=O)N3CCc4ccccc4C3)O[C@@H](CO)[C@H]1O2)C1CCOCC1	-1	6	0.6	12
C[C@@H]1CN([C@@H](C)CO)C(=O)c2cc(-c3ccc(C(=O)N(C)C)cc3)cnc2O[C@H]1CN(C)C(=O)c1cccnc1	-1	-130	7.5	13
O=C(C[C@@H]1C=C[C@@H](NC(=O)C2CCOCC2)[C@@H](CO)O1)NCC1CC1	/	23	0.4	3
Cc1noc(C)c1S(=O)(=O)N(C)C[C@H]1OCCCC[C@H](C)Oc2ccc(NS(=O)(=O)c3cccs3)cc2C(=O)N([C@@H](C)CO)C[C@H]1C	-17	/	-0.7	-54
O=C(C[C@H]1CC[C@@H]2[C@H](COC[C@@H](O)CN2S(=O)(=O)c2cccc(Cl)c2)O1)Nc1ccccc1	-1	1	-0.7	-25
Cc1ccccc1-c1ccc([C@H]2[C@@H](CO)N3CCCCN(Cc4cccnc4)C[C@H]23)cc1	3	109*	-0.9	-65
CCC(=O)N1C[C@@H](O)COC[C@H]2O[C@@H](CC(=O)NCC3CCCCC3)CC[C@@H]21	-6&-11	69	11	-24
C[C@H]1CN([C@@H](C)CO)C(=O)c2cc(NS(=O)(=O)c3ccc(F)cc3)ccc2O[C@H]1CN(C)S(=O)(=O)c1cccs1	-4	28	-0.1	1
C/C=C/c1ccc2c(c1)O[C@H](CN(C)C(=O)NCCC)[C@@H](C)CN([C@@H](C)CO)S2(=O)=O	-2	/	-0.5	-20
CN(C)C(=O)c1ccc(-c2ccc3c(c2)[C@@H]2[C@@H](CCN2S(=O)(=O)c2ccccc2)[C@H](CO)N3)cc1	1	54	-1.7	-35
COc1cccc(-c2ccc([C@H]3[C@H](CO)N4C(=O)CN(C(=O)C5CCCCC5)C[C@@H]34)cc2)c1	7	/	-1.6	-16
COc1cccc(-c2ccc([C@H]3[C@H]4CN(C(=O)c5cccnc5)CC(=O)N4[C@H]3CO)cc2)c1	11	/	1.1	-4
CC(C)C#Cc1ccc2c(c1)O[C@@H](CN(C)Cc1ccncc1)[C@H](C)CN([C@@H](C)CO)S2(=O)=O	-9	121*	-0.8	-74
CCC(=O)N1CCC2(CC1)CN(C(C)=O)[C@@H](CO)c1[nH]c3cc(OC)ccc3c12	-4	/	-0.5	1
COc1ccc(NC(=O)Nc2ccc3c(c2)[C@H]2C[C@H](CC(=O)N4CCCCC4)O[C@H](CO)[C@H]2O3)cc1	-3	17	0.6	-12
C[C@H](CO)N1C[C@H](C)[C@@H](CN(C)S(=O)(=O)c2ccccc2)Oc2cc(C#Cc3ccncc3)ccc2S1(=O)=O	-3	9	-1.0	-49

molecule	C diff growth	T cruzi growth	KDM4C inh	Pf Dd2 inh
O=C(Cc1cccnc1)N1CC[C@H]2[C@H](CO)Nc3ccc(C#Cc4cccc(F)c4)cc3[C@H]21	-2	/	0.8	-84*
O=C(NCC[C@@H]1CC[C@H](NS(=O)(=O)Cc2ccccc2)[C@H](CO)O1)C1CCOCC1	0	19	-1.2	12
C[C@@H]1CN([C@H](C)CO)C(=O)c2c(c3ccccc3n2C)-c2ccccc2CO[C@H]1CN(C)C(=O)Nc1ccnc(N2CCOCC2)c1	-7	/	-0.8	-36
COc1ccc(S(=O)(=O)N(C)C[C@H]2OCCCC[C@H](C)Oc3ccc(NC(=O)C4CCCCC4)cc3C(=O)N([C@@H](C)CO)C[C@H]2C)cc1	3	57	-0.1	?
COc1ccc(-c2ccc3c(c2)[C@@H]2[C@@H](CCN2C(=O)c2ccc4c(c2)OCO4)[C@@H](CO)N3)cc1	-4	30	0.8	-64
O=C(C[C@H]1C[C@@H]2c3cc(NC(=O)c4cccnc4)ccc3O[C@@H]2[C@@H](CO)O1)NCc1cc(F)ccc1F	-8	36	0.3	5
COc1ccc(NC(=O)Nc2ccc3c(c2)C(=O)N([C@@H](C)CO)C[C@H](C)[C@H](CN(C)S(=O)(=O)c2cccs2)O3)cc1	-5	4	-0.7	-1
O=C(NCC[C@H]1CC[C@@H](NS(=O)(=O)c2ccc(Cl)cc2)[C@H](CO)O1)c1ccc2c(c1)OCO2	-3	39	-1.1	8
C[C@@H]1CN([C@H](C)CO)S(=O)(=O)c2ccc(C#CCC3CCCC3)cc2O[C@@H]1CN(C)C(=O)c1cnccn1	7	12	-0.5	-49
COCC(=O)Nc1ccc2c(c1)[C@@H]1C[C@@H](CC(=O)N3CCOCC3)O[C@@H](CO)[C@@H]1O2	-6	76	8.6	1
CO[C@H]1CN(C)C(=O)c2ccc(NC(C)=O)cc2OC[C@@H](C)N(C(=O)c2ccccc2F)C[C@H]1C	1	-26	0.2	-4
CO[C@@H]1CN(C)C(=O)c2cc(NS(C)(=O)=O)ccc2OC[C@@H](C)N(C(=O)C2CCC2)C[C@H]1C	/	-16	0.8	18
COc1cccc(S(=O)(=O)Nc2ccc3c(c2)[C@H]2C[C@H](CC(=O)NCc4cccc(F)c4)O[C@@H](CO)[C@H]2O3)c1	3	?	-2.0	-38
C[C@H]1CN([C@@H](C)CO)C(=O)Cc2cc(NC(=O)Nc3ccccc3)ccc2O[C@@H]1CN(C)CC1CCCCC1	3	/	-0.4	-48
CN(C)C(=O)[C@@H]1[C@@H](CO)[C@@H]2Cn3c(ccc(-c4ccc(F)cc4)c3=O)[C@H]1N2CCc1ccccc1	-1	9	0.1	-11
CN1C(=O)c2cc(NC(=O)C3CCC3)ccc2OC[C@@H]2O[C@@H](CC(=O)NCC3CCCCC3)CC[C@H]21	-2	/	-0.1	-15
COc1ccc2c3c([nH]c2c1)[C@H](CO)N(C(=O)C1CCOCC1)CC31CCN(C(=O)NC(C)C)CC1	-2	/	6.2	10
C[C@H](CO)N1C[C@H](C)[C@@H](CN(C)Cc2ccc(Oc3ccccc3)cc2)Oc2ccc(NS(=O)(=O)c3ccccc3)cc2CC1=O	66	72	0.6	-54
Cc1ccc(S(=O)(=O)N2C[C@H](O)COC[C@@H]3O[C@@H](CC(=O)N[C@@H]4CCN(Cc5ccccc5)C4)CC[C@H]32)cc1	/	13	0.8	-25
C[C@H]1CN([C@@H](C)CO)C(=O)c2cc(C#CC3CCCC3)cnc2O[C@@H]1CN(C)S(C)(=O)=O	1	/	0.5	10

molecule	C diff growth	T cruzi growth	KDM4C inh	Pf Dd2 inh
C[C@H]1CN([C@@H](C)CO)C(=O)CCCn2cc(nn2)CO[C@H]1CN(C)Cc1ccncc1	0	-15	2.0	-6
O=C(Nc1ccccc1)N1C[C@H]2[C@@H](c3ccccc31)[C@@H](CO)N2C(=O)c1ccccn1	6	-7	0.2	-71
CCC(=O)N1CC2(C1)CN(CC1CCOCC1)[C@H](CO)c1c2c2ccc(OC)cc2n1C	6	/	0.6	2
C[C@@H]1CN([C@@H](C)CO)C(=O)c2cc(C#CCN(C)C)cnc2O[C@@H]1CN(C)C(=O)Nc1cc(F)ccc1F	0	-1	4.8	-3
C[C@@H]1CN([C@H](C)CO)C(=O)c2cccc(NS(C)(=O)=O)c2O[C@@H]1CN(C)Cc1ccc(Cl)c(Cl)c1	3	39	1.4	-9
C[C@H]1CN([C@@H](C)CO)S(=O)(=O)c2ccc(-c3cccc(C(=O)N(C)C)c3)cc2O[C@H]1CN(C)C(=O)Nc1ccccc1	16	43	-2.4	-28
COc1ccc(CNC(=O)C[C@@H]2C[C@H]3c4cc(NC(=O)CN(C)C)ccc4O[C@H]3[C@H](CO)O2)cc1	-2	36	0.5	3

Hits appear at their usual frequency; about 7.2% have a hit in one of these screens.
